High-throughput results: PubChem, several laboratories
Dengue-2 NS5 capping – flavivirus cap methylation enzyme inhibition – biochemical, confirmation dose response, primary screen (AID 588689). hit rate 0.3% among 340,000. Dengue-2 NS5 methyltransferase capping enzyme assay, biochemical; higher % means a stronger effect. inhibition, % at 25 µM, or IC50 in µM where a hit was titrated; in the data active = a potency from the dose series; inconclusive = inhibition above about 29% without an active follow-up result
West Nile antiviral – West Nile virus antiviral activity, cell-based, CPE readout (AID 1621). West Nile virus-infected cells, CPE inhibition; higher % means a stronger effect. one-dose CPE inhibition, % at 10 µM; IC50 in µM for titrated hits. hit rate 0.02% among 290,000; in the data active = a potency from the dose series; inconclusive = CPE inhibition mostly from about 3.7% at the one dose, without a potency; inactive = the rest, 99 in 100 with CPE inhibition below about 2.2%; also: strong numbers were not always called active
Large T inhibition – SV40 large T antigen inhibitors, biochemical (AID 1903) | hit rate 0.39% among 310,000 | SV40 large T antigen ATPase/helicase inhibition assay; higher % means a stronger effect | one-dose inhibition, % at 20 µM; IC50 in µM for titrated hits; in the data active = a potency from the dose series; inconclusive = inhibition mostly from about 32% at the one dose, without a potency; inactive = the rest, 99 in 100 with inhibition below about 32%; also: strong numbers were not always called active
AID2073 – disruptors of CaV2.2 binding to Mint1 – biochemical, HTRF (AID 2073) | inhibition, % at 20 µM, or IC50 in µM where a hit was titrated | hit rate 0.19% among 290,000 | HTRF protein-protein interaction, Mint1-CaV2.2; higher % means a stronger effect; in the data active = inhibition mostly above about 51%, no sharp cut-off; inconclusive = no clear call, values can overlap the other calls; inactive = mostly below about 53%; also: some results filed as inactive read as strong as hits
K1F lysis inhibition – inhibition of K1F phage lysis, E. coli UTI89, bacterial capsule biogenesis inhibitors, alamar blue (AID 488966) | E. coli UTI89 K1F phage lysis, alamar blue, 2 h; higher % means a stronger effect | inhibition, % at 100 µM; hits with a dose series show IC50 in µM | hit rate 0.02% among 340,000;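 active = phage lysis inhibition, versus mean bacterial control, above a set limit; inconclusive = no clear call, values can overlap the other calls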;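 also: capsule biogenesis inhibitors block K1F phage lysis so surviving cells raise fluorescence; higher fluorescence means more inhibition of phage lysis; actives were called in the ten point dose series up to 300 µM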
Rac1 GTP hydrolysis – MgcRacGAP GTPase-activating activity inhibitors, confirmation, biochemical, ADP Hunter fluorescence; MgcRacGAP-stimulated Rac1 GTP hydrolysis, ADP Hunter fluorescence; higher % means a stronger effect; GST-tagged Rac1 F28L mutant substrate; hit rate 0.6% among 340,000; AID 624330; inhibition, % at 30 µM, or IC50 in µM where a hit was titrated;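 active = first-screen hits whose inhibition reached a set limit at any dose in the follow-up dose series; inconclusive = inhibition above the set first-screen limit but never retested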;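 also: fluorescence reports GDP produced by GAP-driven GTP hydrolysis; strong numbers were not always called active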
RSV CPE inhibition – RSV antiviral activity via CPE protection, HEp-2 cells, primary 10 µM value included (AID 2391) | HEp-2 cells, RSV-induced CPE inhibition; higher % means a stronger effect | one-dose CPE inhibition, % at 10 µM; IC50 in µM for titrated hits | hit rate 0.13% among 310,000; in the data active = a potency from the dose series; inconclusive = CPE inhibition mostly from about 23% at the one dose, without a potency; inactive = the rest, 99 in 100 with CPE inhibition below about 21%; also: strong numbers were not always called active
SIAH1 antagonists – blockers of Siah-1 interaction with plectin peptide – biochemical, fluorescence polarization, rhodamine-plectin, uHTS, primary screen (AID 1817); Siah-1 / rhodamine-plectin peptide fluorescence polarization; higher % means a stronger effect; displacement, % at 20 µM; hits with a dose series show IC50 in µM; hit rate 0.02% among 290,000;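 active = displacement of at least 50% at 20 µM, with a fluorescence ratio check between 0.3 and a set limit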;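 also: plate controls were Siah plus tracer with DMSO for no effect and tracer alone without Siah for full effect; strong numbers were not always called active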
NTR1 ag – agonists of NTR1, primary screen, imaging, U2OS cells, beta-arrestin-GFP, high content (AID 493036); P30989; NTR1-U2OS beta-arrestin-GFP spot imaging, agonist mode; activation, % at 20 µM; hit rate 0.17% among 330,000;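 active = activation at or above 40% of the spot to cytoplasm intensity ratio, with at least 20 cells analyzed; inconclusive = wells under 20 cells, flagged as cytotoxic or low count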;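 also: 0% = DMSO without peptide and 100% = 100 nM NTR1 peptide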
Target sequence (P30989 whole entry, looked up): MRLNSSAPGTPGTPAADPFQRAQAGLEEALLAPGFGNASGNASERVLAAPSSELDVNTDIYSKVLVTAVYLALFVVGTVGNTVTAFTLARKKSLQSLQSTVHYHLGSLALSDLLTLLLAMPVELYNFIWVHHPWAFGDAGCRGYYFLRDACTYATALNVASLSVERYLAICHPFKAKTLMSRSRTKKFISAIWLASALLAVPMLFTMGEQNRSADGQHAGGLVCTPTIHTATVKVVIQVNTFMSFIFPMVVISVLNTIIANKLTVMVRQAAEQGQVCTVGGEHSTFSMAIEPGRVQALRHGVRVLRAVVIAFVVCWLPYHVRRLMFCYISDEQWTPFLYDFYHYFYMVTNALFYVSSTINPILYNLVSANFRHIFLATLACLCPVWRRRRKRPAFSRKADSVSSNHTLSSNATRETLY
NTR1 ag cell count 20 µM – recorded beside NTR1 ag, whose call it bears; cell count; measured here: cell count, cytotoxicity flag
Dengue-2 NS5 capping pilot replicate – also measured in Dengue-2 NS5 capping; calls as there; inhibition, %; measured here: pilot screen replicate inhibition
* marks the source's active call; other numbers are inactive results; ? = inconclusive; · = no result given; [ ] = another dose, or the depositor's remark.

SMILES	Dengue-2 NS5 capping	West Nile antiviral	Large T inhibition	AID2073	K1F lysis inhibition	Rac1 GTP hydrolysis	RSV CPE inhibition	SIAH1 antagonists	NTR1 ag	NTR1 ag cell count 20 µM	others
CCCCN(C(=O)Nc1ccc(Cl)cc1)C1CCN(C(C)=O)CC1	-1%	-0.1%	3%	4%	1.0%	12%	0.0%	-7%	-0.7	87
CC(=O)N1CCOc2ccc(S(=O)(=O)N3CCC(C(=O)Nc4ccc(C)cc4C)CC3)cc21	0%	-0.6%	4%	3%	-0.2%	5%	1.3%	-3%	-0.1	52
Cc1ccc(-n2nc(-c3cccs3)cc2C(=O)NCC2CCCO2)c(C)c1 (stereo unspecified)	-5%	-0.3%	2%	-8%	0.8%	7%	2.9%	-3%	-0.4	84
O=C(N/N=C/c1ccc(OC(=O)c2ccccc2)c([N+](=O)[O-])c1)c1ccc(O)cc1	-4%	0.2%	1%	-10%	0.1%	6%	0.6%	5%	3.3	35
Cc1ccc2[nH]c(-c3ccccc3)c(CN3CCCC3)c(=O)c2c1	-12%	-0.9%	2%	-1%	-1.3%	-8%	3.1%	-3%	2.4	46
O=C(COc1ccc(Cl)cc1)Nc1ccccc1CO	-6%	0.0%	-2%	-5%	0.1%	8%	1.0%	-2%	-0.6	76
CCN(CC)C(=O)OCCc1cc2ccccc2c(=O)o1	-6%	·	·	·	2.6%	11%	0.7%	·	0.9	67
CCN(CC)C(=O)CSc1nc2cccnc2n1-c1ccccc1OC	6%	1.0%	0%	-3%	-0.2%	-2%	0.8%	5%	-1.6	54
CN(C)CC(=O)c1c[nH]c2ccccc12	5%	0.1%	2%	-10%	1.8%	14%	0.8%	3%	-1.4	58
CSc1ccccc1OCc1cc(C(=O)N(C)Cc2cnccn2)no1	-8%	-0.1%	3%	-5%	-0.6%[50 µM]	4%	1.8%	0%	0.9	57
COC(=O)c1nn(-c2ccc(OC)cc2)c(=O)cc1NN	2%	0.1%	-4%	20%	-0.1%	1%	0.2%	-3%	-0.1	44
O=C(N/N=C/c1cc(Cl)cc([N+](=O)[O-])c1O)NC12CC3CC(CC(C3)C1)C2	3%	-0.7%	-8%	43%	3.8%	8%	5.2%	17%	10	50
O=c1cc(CN2CCN(Cc3ccccc3)CC2)c2ccc(O)cc2o1	-6%	-0.5%	9%	29%	0.5%	6%	-0.5%	0%	0.8	41
CCSc1nc(C)cc(Oc2ccc(=O)n(C)n2)n1	-7%	-0.6%	6%	-7%	1.3%	5%	-0.8%	0%	-2.0	82
Cc1ccc(NC(=O)C(=O)NCC2CCCO2)cc1C (stereo unspecified)	-6%	-0.8%	7%	-6%	1.6%[50 µM]	0%	2.2%	-1%	1.3	59
Cc1ccc2c(CC(=O)OCc3cc(=O)n4c(n3)sc3ccccc34)coc2c1	6%	·	10%	21%	-0.3%	-10%	16%	3%	0.5	40
Oc1ccccc1C1=Nc2ccccc2N=C(c2ccco2)C1	-1%	1.1%	10%	23%	0.6%	13%	1.6%	0%	2.7	87
O=S(=O)(c1ccc(S(=O)(=O)N2CCC3(CC2)OCCO3)cc1)N1CCCC1	-10%	-0.5%	17%	-2%	0.1%	3%	2.3%	15%	-1.3	65
Cc1cc2c(cc(C(=O)OC(C(=O)NCc3ccco3)C(C)C)n2C)o1 (stereo unspecified)	1%	-1.5%	-1%	-3%	-0.3%	0%	1.9%	-2%	-0.4	49
COc1ccc(/C=C2\SC(=N)N(c3ccc(F)cc3)C2=O)cc1OC	-4%	0.3%	1%	0%	-0.6%	11%	2.4%	-1%	3.5	62
COc1ccc2c(c1)C(SCC(=O)NCCc1ccccc1)CC(C)(C)O2 (stereo unspecified)	-3%	·	4%	0%	-2.4%	-2%	1.0%	2%	0.4	44
COc1ccc2[nH]c(=O)c(CN(C)C(=O)c3cccs3)cc2c1	6%	0.7%	11%	0%	0.8%[50 µM]	12%	0.5%	5%	1.2	67
Nc1ccc(Cl)cc1C(=O)OCC(=O)NC1CCS(=O)(=O)C1 (stereo unspecified)	-12%	1.2%	13%	4%	0.3%	13%	1.5%	-2%	3.0	63
CCOc1ccccc1CNc1ccc(N2CCOCC2)c(C(=O)O)c1	3%	0.0%	10%	6%	0.5%	17%	0.3%	-4%	0.2	73
CC1Oc2ccccc2N(CC(=O)N2CCCC2)C1=O (stereo unspecified)	-8%	-0.4%	3%	8%	0.1%	0%	-0.1%	-13%	-0.8	69

Continuation:
SMILES	Dengue-2 NS5 capping	West Nile antiviral	Large T inhibition	AID2073	K1F lysis inhibition	Rac1 GTP hydrolysis	RSV CPE inhibition	SIAH1 antagonists	NTR1 ag	NTR1 ag cell count 20 µM	others
OCC1(Cc2ccccc2Cl)CCN(C/C=C/c2ccccc2)CC1	6%	-1.4%	11%	0%	0.7%	12%	-1.6%	-4%	2.2	57
Cc1ccc2nc(N/N=C/c3ccccc3C#N)nc(-c3ccccc3)c2c1	-7%	0.7%	8%	3%	2.0%	19%	14%	4%	6.8	55
CCCc1nnc(NC(=O)c2cc3ccccc3oc2=O)s1	-8%	-0.2%	13%	7%	0.4%	7%	3.5%	-3%	0.9	44
Cn1c(CCNC(=O)c2ccco2)nc2cc(NC(=O)C3CCCCC3)ccc21	3%	0.6%	9%	8%	0.4%	9%	2.0%	2%	-2.8	68
CCCN(CCC)Cc1c(C(=O)N/N=C/C(C)=C\c2ccco2)nnn1-c1nonc1N	-5%	-0.2%	13%	21%	0.2%	5%	8.7%	-1%	8.0	59
CC1CCc2c(nc3ncnn3c2N2CC(C)OC(C)C2)C1 (stereo unspecified)	-7%	-0.7%	3%	5%	0.2%	5%	0.8%	0%	-1.3	59
CC1(C)CC(=O)C(C=Nc2ccccc2)=C(O)C1	-6%	-0.2%	-6%	2%	0.3%	3%	-0.5%	0%	-0.5	61
COc1ccc(S(=O)(=O)N2CCCCC2)cc1NC(=O)CCNC(=O)c1ccc(Br)cc1	-2%	·	17%	·	1.0%[50 µM]	0%	-0.7%	·	0.0	51
O=C(O/N=C1\CCS(=O)(=O)c2sccc21)C1CC1	-1%	-0.9%	11%	11%	0.5%	11%	5.3%	3%	1.4	30
C=Cc1cccc(NC(=O)c2ccc(NC(=O)c3ccco3)cc2)c1	-1%	-0.7%	16%	14%	?	3%	?	5%	0.6	51
CN(C)c1ccc(/C=N/N(CCC(=O)NC(C)(C)C)C2=NS(=O)(=O)c3ccccc32)cc1	?	-0.8%	4%	26%	0.0%	6%	3.8%	5%	-0.3	101
O=C(CCCl)Nc1cc(SCCO)cc([N+](=O)[O-])c1	-6%	0.2%	29%	11%	8.7%	8%	-0.8%	6%	0.8	86
COc1ccc(S(=O)(=O)Oc2ccc(C(=S)N3CCOCC3)cc2OC)cc1	0%	-1.0%	11%	19%	0.4%	8%	8.9%	-2%	3.8	60
CC(=O)OCC(OC(C)=O)C(OC(C)=O)C(OC(C)=O)C(=O)Nc1ccc(C)cc1 (stereo unspecified)	-2%	-0.3%	-3%	-8%	-0.1%	3%	-1.0%	-3%	0.6	89
CC(=O)Nc1nc2c(s1)CCc1ccccc1-2	-12%	1.6%	·	-4%	0.0%	9%	10%	20%	-0.9	64
Cc1cc(C)nc(N/N=C/C(Cl)=C/c2ccccc2)n1	5%	0.1%	-6%	-2%	-1.2%	10%	2.4%	0%	-1.2	69
O=C(c1ccc(Cl)cc1)C1CCCN(C(=O)c2csnn2)C1 (stereo unspecified)	1%	-0.8%	71%	-10%	-2.8%	4%	0.5%	1%	1.7	40
CCOc1ccccc1NC(=O)COC(=O)CN(C)S(=O)(=O)c1ccc(C)cc1	-3%	1.3%	20%	12%	1.6%[50 µM]	7%	0.5%	-10%	1.6	33
CCOc1ccc(C(=O)NCC(=O)OCc2csc(-c3ccccc3)n2)cc1	-2%	0.8%	5%	4%	0.2%	3%	1.2%	-3%	0.2	73
CCC[C@@H](CN1CCC[C@H]1CN1C(N)=NC[C@H]1CC(C)C)N1C[C@@H](Cc2ccccc2)N(CCc2ccc(Cl)c(Cl)c2)C1=N	-6%	·	·	·	0.3%	14%	·	·	-2.4	70	Dengue-2 NS5 capping pilot replicate=-2.4
Cc1nnc(SCC(=O)NCc2ccc3c(c2)OCO3)[nH]c1=O	2%	0.3%	3%	-7%	0.3%	3%	0.4%	-1%	-1.2	54
CN1CCN(C(=O)/C(=C\c2cccc([N+](=O)[O-])c2)NC(=O)c2cccs2)CC1	0%	0.3%	1%	-1%	0.4%	3%	-0.7%	5%	0.2	61
CC(C)c1ccc(NC(=O)COc2ccccc2)cc1	-3%	-0.1%	27%	-1%	-2.2%	5%	7.0%	7%	0.4	63
O=C(NCCOc1nc(N2CCCCC2)nc(N2CCCCC2)n1)Nc1ccccc1	-2%	-0.8%	-2%	7%	0.1%	13%	1.4%	5%	6.6	90
CCCC(=O)Nc1c(C)n[nH]c1C	-4%	0.4%	6%	14%	0.1%	9%	1.6%	2%	-1.0	75

The closing 2 records of the part above open the next one.
SMILES	Dengue-2 NS5 capping	West Nile antiviral	Large T inhibition	AID2073	K1F lysis inhibition	Rac1 GTP hydrolysis	RSV CPE inhibition	SIAH1 antagonists	NTR1 ag	NTR1 ag cell count 20 µM	others
O=C(NCCOc1nc(N2CCCCC2)nc(N2CCCCC2)n1)Nc1ccccc1	-2%	-0.8%	-2%	7%	0.1%	13%	1.4%	5%	6.6	90
CCCC(=O)Nc1c(C)n[nH]c1C	-4%	0.4%	6%	14%	0.1%	9%	1.6%	2%	-1.0	75
O=C(CN1CCCCCC1)Nc1ccccc1F	-6%	0.1%	-1%	-2%	0.7%	20%	0.9%	-1%	-0.6	75
O=C(Nc1ccc2[nH]c(=S)sc2c1)c1ccccc1	1%	0.1%	29%	30%	0.1%	25%	?	-1%	1.1	73
O=C(c1ccco1)N1CCN(C(=S)Nc2cccc([N+](=O)[O-])c2)CC1	·	-0.4%	7%	-13%	-0.4%	-2%	2.7%	19%	1.9	65
COC(=O)c1nc2n(n1)C(c1cccc(Cl)c1)C1=C(CCCC1=O)N2 (stereo unspecified)	0%	0.0%	6%	-6%	0.9%	-2%	1.1%	0%	-1.1	62
CCc1nc(Sc2nc(C)cc(C)n2)c2oc3ccccc3c2n1	·	2.4%	-1%	2%	0.2%	5%	0.2%	0%	0.3	46
Cc1nc(N2CCCC2)c2ccsc2n1	-2%	1.2%	26%	34%	0.9%	11%	0.9%	-1%	3.9	43
Cc1cc2c(cc1C)C(=O)NC(C)(C)C2	-1%	0.5%	3%	26%	0.0%	-1%	1.1%	2%	0.2	64
